Screening data as filed in PubChem.
Glioma ERSR ind: inducers of ER stress response in human glioma cells | U87-MG GRP78 promoter luciferase reporter, 16 h | Potency, µM, without a hit: at the top dose activation, actives largely listed as activators | 420,000 compounds, 0.02% hits; note: potency is the fitted concentration of half-maximal effect; series mostly up to about 76 µM; % of control where 0% means no effect; nearly all actives have a fitted effect of over 35% in size
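Stably transfected U87-MG human glioma cells carrying a GRP78-based luminescent sensor were seeded at 1000 cells/well, pin-dosed with compounds and incubated 16 h. Luciferase reagent was then added, and end-point luminescence was read after 10 min at room temperature.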
LDHA inh: inhibitors of human lactate dehydrogenase A; AID 1347041; P00338; 480,000 compounds, 0.15% hits; purified LDHA, NADH/diaphorase-resazurin fluorescence; active compounds read low; activity change, % (values are at about 110 or 230 µM); in the data active = activity change below about -30%; inconclusive = mostly about -25% to -30%;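 note: plate controls were DMSO wells for no effect and wells without enzyme for full effect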
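Enzyme activity of human lactate dehydrogenase 5 (2 nM; 0.06 mM NADH, 0.2 mM pyruvate, 5 min, RT) is measured via a resazurin/diaphorase fluorescence readout of residual NADH.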
12-LOX inh: ALOX12 (human) lipoxygenase inhibition | P18054 | purified 12hLO, xylenol orange hydroperoxide absorbance | Potency, µM (series often up to 108 µM), without a hit: at the highest dose activity change, negative = inhibition, usual class: inhibitors | 580,000 compounds, 1.1% hits; note: potency is the fitted concentration of half-maximal effect; % is set by controls: 0 for no effect and ±100 for the full control effect
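Purified human 12hLO at 150 nM in 25 mM Hepes, 0.01% Triton X-100, pH 7.0, preincubated 15 min at room temperature with compound. Reaction started with 40 uM arachidonic acid, 30 min at room temperature. Hydroperoxide measured by Fe-xylenol orange, 573/405 nm absorbance ratio.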
Vif-APOBEC3F blk: Vif-A3F binding inhibition; HeLa A3F-eYFP + Vif (tagged APOBEC3F with the HIV-1 protein that degrades it), YFP fluorescence increase; Potency, µM (top dose mostly 46.1 µM), for the others: at the highest dose activity, negative = active; 390,000 compounds, 0.2% hits; note: potency is the fitted concentration of half-maximal effect; % of control where 0% means no effect; nearly all actives have a fitted effect of over 65% in size
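HeLa cells stably expressing A3F-eYFP plus Vif, plated and incubated overnight at 37 deg C, then exposed to compounds overnight at 37 deg C. Blocked degradation read as raised yellow fluorescence (Ex 488/Em 500-530).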
ERG-DNA inh: blocks human ERG Ets domain binding to DNA; P11308; fluorescence polarization, His-ERG Ets domain / labelled DNA; Potency, µM (series often up to 76.9 µM), for the others: top-dose FP activity, negative = inhibition, usual class: inhibitors; 370,000 compounds, 0.028% hits; AID 624246; active = well fitted inhibition curve with a large enough effect in the polarisation, with a control signal flat; inconclusive = small, poorly fitted or top-dose-only effect, or effect the other way, or a change in a side signal; inactive = no such curve, though single readings can be large or run the other way; the % refers to the polarisation;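 note: polarization taken with two DNA probes labelled with fluorescein and Texas red; potency is the fitted concentration of half-maximal effect; % of control where 0% means no effect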
Target sequence (P11308 whole entry, looked up, the tested form may be a part): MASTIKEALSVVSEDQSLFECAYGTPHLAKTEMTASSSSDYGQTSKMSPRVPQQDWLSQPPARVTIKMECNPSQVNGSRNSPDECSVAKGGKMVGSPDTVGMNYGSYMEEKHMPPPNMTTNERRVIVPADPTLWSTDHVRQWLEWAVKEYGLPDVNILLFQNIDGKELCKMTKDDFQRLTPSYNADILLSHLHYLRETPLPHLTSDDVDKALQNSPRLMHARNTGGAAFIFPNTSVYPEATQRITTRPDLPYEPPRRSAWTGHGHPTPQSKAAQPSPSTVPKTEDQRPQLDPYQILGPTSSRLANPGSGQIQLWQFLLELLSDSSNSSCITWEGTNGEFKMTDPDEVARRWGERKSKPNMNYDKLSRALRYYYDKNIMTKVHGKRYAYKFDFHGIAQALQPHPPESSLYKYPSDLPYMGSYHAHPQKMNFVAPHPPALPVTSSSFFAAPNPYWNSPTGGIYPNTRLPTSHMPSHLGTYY
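His-tagged ERG Ets domain (1 uM in the protein solution; 300mM KCl, 50mM Tris-HCl, 1mM EDTA, 1mM DTT, pH 7.5) received compound, then a probe mix of 5 nM fluorescein-DNA and 100nM Texas-615-DNA. Fluorescence polarization was read for both dyes.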
D2 antag: antagonists of human D2 dopamine receptor. inhibition, % at 10 µM. 340,000 compounds, 2% hits. HEK293 TREx D2 cells, calcium flux, dopamine EC80; in the data active = inhibition above about 30%; note: 0% is about no effect
Target sequence (P14416 whole entry, looked up): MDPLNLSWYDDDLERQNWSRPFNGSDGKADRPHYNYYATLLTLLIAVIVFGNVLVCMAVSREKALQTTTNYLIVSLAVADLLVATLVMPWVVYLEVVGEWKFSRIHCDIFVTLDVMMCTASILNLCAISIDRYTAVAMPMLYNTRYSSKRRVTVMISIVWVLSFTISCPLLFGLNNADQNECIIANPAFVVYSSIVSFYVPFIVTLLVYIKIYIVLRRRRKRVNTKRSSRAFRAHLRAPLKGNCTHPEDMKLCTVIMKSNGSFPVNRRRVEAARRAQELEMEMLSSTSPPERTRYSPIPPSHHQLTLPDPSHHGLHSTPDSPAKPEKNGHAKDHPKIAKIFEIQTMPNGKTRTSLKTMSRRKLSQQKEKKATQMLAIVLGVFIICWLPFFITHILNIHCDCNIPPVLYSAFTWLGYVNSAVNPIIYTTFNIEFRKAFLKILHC
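Measurement of antagonist activity uses fluorescent calcium dye in inducible HEK293 T-REx D2 cells: 10 s baseline, compound addition with 180 s read, EC80 dopamine addition with a further 180 s read.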
Vif-A3G inh: Vif-A3G binding inhibition. AID 602310. Q9HC16. HeLa A3G-eYFP + Vif (tagged APOBEC3G with the HIV-1 protein that degrades it), YFP fluorescence, overnight. 410,000 compounds, 0.076% hits. Potency, µM (titrated, usually from 46.1 µM), for inactives: top-dose activity, negative = active, most hits filed as inhibitors;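 note: potency is the fitted concentration of half-maximal effect; % is set by controls: 0 for no effect and ±100 for the full control effect; nearly all actives have a fitted effect of over 60% in size; hits raise eYFP signal because A3G escapes Vif-driven loss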
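Read-out is eYFP fluorescence (Ex 488/Em 500-530) from Vif-expressing HeLa A3G-eYFP cells; more signal means A3G escaped Vif-mediated degradation. Cells plated overnight, compound pinned in, incubated overnight at 37 deg C.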
RGS4 inhibitor: blocks human RGS4-accelerated GTP hydrolysis; 390,000 compounds, 0.039% hits; AID 504845; Potency, µM (titrated, usually from 114 µM), for inactives: top-dose activity change, negative = inhibition, most hits filed as inhibitors; Transcreener GDP fluorescence polarization, RGS4-accelerated GTP hydrolysis; P49798; note: potency is the fitted concentration of half-maximal effect; % is set by controls: 0 for no effect and ±100 for the full control effect; nearly all actives have a fitted effect of over 75% in size; some results filed as inactive show a strong effect at the top dose
Target sequence (P49798 whole entry, looked up): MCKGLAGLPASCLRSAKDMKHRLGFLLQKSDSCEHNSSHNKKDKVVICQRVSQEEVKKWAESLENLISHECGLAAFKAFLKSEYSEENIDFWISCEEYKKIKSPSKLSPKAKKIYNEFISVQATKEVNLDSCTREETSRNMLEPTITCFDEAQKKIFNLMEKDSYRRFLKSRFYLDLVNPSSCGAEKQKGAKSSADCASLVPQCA
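MLSMR compounds (23 nl, pin-transferred) preincubated 10 min at room temperature with a 500nM (2x) first reagent, then RGS4 at 900nM (2x) plus Transcreener GDP mix added; fluorescence polarization (620/688 nm) read before and after 90 min at 30 °C.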
D2 ag: activates the human D2 dopamine receptor; HEK293 T-REx D2 cells, calcium flux agonist mode; P14416; activation, % at 2 µM; 340,000 compounds, 0.53% hits;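 active = activation over 3 SD above normal in the single-dose calcium agonist read, cut at about 30% in these data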; note: 0% is about no effect
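Tetracycline-induced HEK293 T-REx cells with force-coupled D2 receptor, plated overnight at 30 C, loaded with no-wash calcium dye. After a 10 s baseline, compound was pin-added and calcium flux read kinetically for 180 s; calcium rises flagged agonists.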
Starred values were filed as active, the others as inactive; i = inactive; ? = inconclusive; · = no result given; & = joins results of further samples; [ ] = dose if it differs, or a comment. Unless noted, calls come from the whole dose curve; as a rule, active = well fitted curve in the direction sought with a large enough effect; inconclusive = small, poorly fitted or top-dose-only effect, or another doubt; inactive = no such curve, though single readings can be large; an effect the other way counts as inactive or inconclusive.

SMILES | Glioma ERSR ind | LDHA inh | 12-LOX inh | Vif-APOBEC3F blk | ERG-DNA inh | D2 antag | Vif-A3G inh | RGS4 inhibitor | D2 ag
O=C(CCN1C(=O)/C(=C/c2ccccc2Cl)SC1=S)NCCCN1CCOCC1 | 9% | 2 | 1% | 2% | 48%[activator] | -14 | 3% | -33% | -1.9
CN1C(=O)c2cccc3c(S(=O)(=O)Nc4ccccn4)ccc1c23 | -2% | 3 | ? | -1% | 10% | 12 | 6% | 31% | 0.5
COc1cccc(C(C)NC(=O)Cc2cccs2)c1 (configuration not stated) | -5% | -2 | 11% | -9% | -6% | -10 | 4% | ? | 0.5
Cc1cccc(C(=O)Oc2c(Br)cc(Br)cc2/C=N/NC(=O)c2ccncc2)c1 | -2% | -3 | -25% | 12% | 12% | -13 | 0% | -23% | 0.9
Cc1ccccc1OCC(=O)NCC(c1cccs1)N1CCOCC1 (configuration not stated) | 1% | 0 | -2% | -11% | -6% | -12 | -1% | -6% | 1.7
CCc1ccccc1NCc1nnc2n1CCCCC2 | -6% | 5 | -10% | 7% | 4% | · | 0% | -10% | 0.1
O=C(Cn1cc(C(=O)c2ccncc2)c(=O)c2cc(F)ccc21)Nc1ccc(Cl)cc1 | -4% | 0 | ? | 1% | 7% | · | 8% | -26% | ·
CC1CN(C(=O)c2cccc(S(=O)(=O)NCc3ccccc3)c2)CC(C)O1 (configuration not stated) | -3% | -2 | 146%[activator] | -1% | 77%[activator] | -33 | 3% | -8% | 0.0
COc1ccc(/C=C/C(=O)Nc2nc(C)c(C(=O)N(C)C)s2)cc1OC | -4% | -5 | 7% | -19% | 5% | · | -2% | 11% | ·
O=C(COc1ccccc1-c1ccccc1)NCCN1C(=O)S/C(=C\c2cccnc2)C1=O | -4% | 0 | -24% | -3% | -7% | -7 | 1% | 4% | 0.4
N#Cc1c(-c2ccccc2)nc(SCC(=O)Nc2nnc(C(F)(F)F)s2)[nH]c1=O | -5% | -9 | ? | -1% | -1% | 12 | -9% | 17% | 0.7
CC(Sc1nnc(C2CC2)n1-c1ccccc1)C(=O)N1CCNC1=O (configuration not stated) | -1% | 1 | -9% | -3% | 8% | -6 | 0% | 24% | 1.1
COc1cccc(-c2nnc(SCc3ccc(C#N)cc3)n2Cc2ccco2)c1 | 2% | -6 | ? | 5% | 6% | 0 | -4% | ? | 0.7
COc1cc(/C=C/CN2CCN(CCC(C)C)C(CCO)C2)ccc1O (configuration not stated) | -3% | 0 | -2% | -6% | -1% | -9 | -2% | 6% | -0.1
FC(F)(F)c1cccc(NCc2cn3cccnc3n2)c1 | -1% | -2 | · | -13% | · | -2 | 0% | -16% | -0.1
CC(=O)Nc1cccc(NC(=O)c2c(-c3ccccc3Cl)noc2C)c1 | -3% | -1 | 6% | -7% | · | -1 | 0% | -16% | 0.1
COc1ccc(C2N3CC4(C)CN2CC(c2ccccc2)(C3)C4=O)cc1 (configuration not stated) | -1% | -1 | -6% | -4% | 3% | · | 1% | 1% | 1.0
CCNC(=O)CC1C(=O)N(c2ccc(C)cc2)C(=O)N1CCc1ccc(OC)c(OC)c1 (configuration not stated) | 1% | -5 | 6% | -1% | 0% | -1 | 0% | 6%[56.9 µM] | -0.5
CC(C)(C)OC(=O)NCCc1onc(-c2ccc([N+](=O)[O-])cc2)c1C(=O)O | -3% | -9 | -26% | 0% | · | · | 0% | · | ·
CCOC(=O)c1c(C)[nH]c(C(=O)OCC(=O)Nc2cc(Cl)ccc2OC)c1C | -7% | -1 | ? | -9% | 1% | 20 | -4% | 11% | 0.1
O=C(Nc1nnc2n1CCS2)c1ccccc1 | -3% | 8 | -2% | -22% | 2% | · | 1% | -21% | -1.5
CCOC(=O)C1=C(Cn2ccc(C(F)(F)F)n2)NC(=O)NC1c1ccc2c(c1)OCO2 (configuration not stated) | -6% | 2 | 0% | 5% | 0% | 8 | -13% | -21% | -0.4
COc1ccc(CC(=O)Oc2ccc(C#N)cc2)cc1 | -4% | -5 | 213%[activator] | -8% | -3% | 8 | -1% | -17% | 0.7
Cc1cc(C)c(C)c(S(=O)(=O)N2CCN(C(=O)c3ccncc3)CC2)c1C | -1% | -8 | -40% | 1% | -9% | -29 | 4% | -12% | -2.5
CN[C@H](C)C(=O)NC[C@H]1O[C@@H](n2cc(C)c(=O)[nH]c2=O)C[C@@H]1O | -2% | -16 | 33% | -11% | · | · | -6% | · | ·
COC(C)(C)c1cc(C(C)(C)C)nc(N)n1 | -4% | -3 | -5% | 0% | -8% | -6 | 3% | -22% | 0.2
CCOC(=O)Cn1c(=O)oc2cc(S(=O)(=O)NCC3CCCO3)ccc21 (configuration not stated) | 0% | -3 | -1% | -8% | -3% | · | 0% | 8% | ·
CCN(C[C@H]1N[C@@](CC)(C(=O)OC)[C@H]2C(=O)N(Cc3ccccc3)C(=O)[C@@H]12)C(=O)c1ccc(C(C)(C)C)cc1 | -3% | -6 | ? | 9% | -4% | · | -13% | -4% | ·
COCCNC(=S)NNC(=O)c1cccs1 | -3% | -5 | i | -1% | 5% | · | 0% | 0% | ·
CCOc1ccccc1NS(=O)(=O)c1ccc(-n2cccn2)cc1 | -1% | -2 | 42%[activator] | 1% | 3% | 2 | -1% | 1%[56.9 µM] | 0.0
CCN1C(=O)[C@H]2[C@@H](c3ccc(C)cc3)N[C@]3(CCCN(Cc4ccc(Cl)cc4)C3=O)[C@H]2C1=O | -8% | -8 | ? | -8% | · | · | 2% | · | ·
CC1CC(C)(C)CC2(C1)NC(=O)N(CC(=O)N1CCN(Cc3ccc(C#N)cc3)CC1)C2=O (configuration not stated) | -3% | -8 | -26% | 3% | -3% | -18 | 0% | 11% | 17
O=C(NN1C(=O)C2C(C1=O)C1C=CC2C12CC2)c1cccc(Cl)c1 (configuration not stated) | 1% | -4 | 29% | 19% | 4% | 9 | -1% | -1% | 24
CCOc1ccc(/C=N/OCC(=O)Nc2ccc(OCc3ccccc3)cc2)cc1OC | 5% | -2 | -13% | -3% | 8% | 12 | 0% | -21% | -1.7
CCOC(=O)c1c(-c2ccc(C)cc2C)csc1NC(=O)c1ccccc1Cl | -2% | -3 | -24% | -7% | 1% | · | 0% | 15% | ·
Cc1cc2ccccn2c1C(=S)NC(=O)c1ccccc1 | 1% | -7 | 22µM* | 1% | -2% | -4 | 1% | -54% | -1.2

For convenience, 2 of the compounds above.
SMILES | Glioma ERSR ind | LDHA inh | 12-LOX inh | Vif-APOBEC3F blk | ERG-DNA inh | D2 antag | Vif-A3G inh | RGS4 inhibitor | D2 ag
CCOC(=O)c1c(-c2ccc(C)cc2C)csc1NC(=O)c1ccccc1Cl | -2% | -3 | -24% | -7% | 1% | · | 0% | 15% | ·
Cc1cc2ccccn2c1C(=S)NC(=O)c1ccccc1 | 1% | -7 | 22µM* | 1% | -2% | -4 | 1% | -54% | -1.2

Carrying on.
SMILES | Glioma ERSR ind | LDHA inh | 12-LOX inh | Vif-APOBEC3F blk | ERG-DNA inh | D2 antag | Vif-A3G inh | RGS4 inhibitor | D2 ag
CCOC(=O)CNC(=O)CSc1nc2c(C)cccc2cc1CC | -3% | -3 | -18% | 15% | 2% | 3 | 1% | 13% | -1.5
CC(C)N1CCN(C(=O)c2ccc(OC3CCN(CCc4ccccc4)CC3)cc2)CC1 | -2% | -4 | -9% | 3% | -7% | · | -2% | -15% | ·
O=C(OCN1C(=O)c2ccccc2C1=O)c1cccs1 | -1% | 0 | 0% | -10% | 4% | -3 | 5% | 14% | 0.9
CC(=O)c1cccc(NC(=O)c2cc3sc(Cl)cc3n2C)c1 | 2% | -8 | -11% | -11% | 4% | · | -2% | 12% | ·
COC(=O)CCC(=O)NC(=S)Nc1ccc(S(=O)(=O)Nc2cc(OC)nc(OC)n2)cc1 | -6% | -5 | -30% | -18% | 2% | 26 | 2% | -24% | 2.0
CCOc1ccc(-n2c(C)nc3cc(C(=O)NCCC4=CCCCC4)ccc32)cc1 | 6% | 0 | -18% | -1% | 3% | · | 3% | -8% | 0.4
O=[N+]([O-])c1cccc(C2(O)COc3ccccc3O2)c1 (configuration not stated) | -1% | 0 | 48%[activator] | 1% | 7% | 8 | -3% | 0% | 1.0
COc1ccc(OCCN(C)C(=O)c2cccc(S(=O)(=O)N(C)c3ccccc3)c2)cc1 | -2% | -6 | 2% | -3% | -3% | -20 | 2% | -16% | -0.4
Cc1ccc(C2(c3ccccc3)NC(=O)N(CC(=O)NCc3ccco3)C2=O)cc1C (configuration not stated) | -5% | -9 | 342%[activator] | 7% | -16% | · | -8% | -7% | ·
CCOC(=O)Nc1ccc(S(=O)(=O)NC2CCCCC2)cc1 | -2% | -10 | -1% | -4% | 3% | -9 | -14% | 10% | 0.6
CCC(C)NC(=O)C1CCC(CNS(=O)(=O)c2cccc3nsnc23)CC1 (configuration not stated) | -5%&-1% | -8&-10 | -12% | -10%&3% | 6%&11% | 5 | 1%&-1% | 24%[11.4 µM] | 1.0&0.3
N#CCCn1cc(C(=O)N2CCCCC2)c(-c2ccc([N+](=O)[O-])cc2)n1 | -4% | -3 | -5% | -2% | 0% | 2 | -1% | 20% | 1.3
Cc1cc(Cl)ccc1OCC(=O)N1CC(C)CC(C)C1 (configuration not stated) | -2% | -2 | 0% | · | 5% | -36 | -6% | -15% | 0.0
O=C(Cn1c(CO)nc2ccccc21)Nc1cc(C(F)(F)F)ccc1N1CCOCC1 | -5% | -4 | 54%[activator][57.4 µM] | -1% | -7% | 9 | -4% | 10%[11.4 µM] | 1.5

The list is partial, so the mix of outcomes need not match the whole.
